RBBP9 inhibitor: blocks human serine hydrolase RBBP9; AID 1515; O75884; inhibition, % at 7.94 µM; recombinant RBBP9, FP-Rh probe fluorescence polarization; 220,000 tested, 0.2% active;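 active means inhibition above the campaign mean of all tested compounds plus 3 SD, cut at about 14% in these data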;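 further: plate controls were DMSO wells with RBBP9 for no effect and wells lacking RBBP9 protein for full effect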
Target sequence (O75884 whole entry, looked up): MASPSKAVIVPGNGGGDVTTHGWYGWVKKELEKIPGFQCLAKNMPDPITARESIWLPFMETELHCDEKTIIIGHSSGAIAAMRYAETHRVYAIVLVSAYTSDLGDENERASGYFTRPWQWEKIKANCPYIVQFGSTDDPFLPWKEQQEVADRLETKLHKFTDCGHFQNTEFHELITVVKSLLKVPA
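Test system – recombinant human RBBP9 · Input – RBBP9 2.5 µM in dispensing solution, pre-mixing · Medium – Tris buffer pH 8.0, NaCl, Pluronic · Schedule – preincubation 30 min plus labeling 45 min at 25 °C · Measured by – fluorescence polarization · Measure – % inhibition · Controls – DMSO and no-protein wells · Replicates – one well per compound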
NPY-Y1 PAM-ag: potentiators or agonists of human neuropeptide Y receptor Y1; NPY-Y1 expressing cells, potentiator/agonist activation; activation, % at 3.6 µM; 220,000 tested, 0.37% active; in the data active means activation above about 33%, passing the limit was not always enough;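 further: cells stimulated with NPY at EC10 then isoproterenol at EC100; 0% = low agonist plus stimulus and 100% = saturating agonist plus stimulus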
p97 inhibitor: human p97 ATPase inhibition; P55072; recombinant p97 ATPase, Kinase-Glo ATP luminescence, 3 h; inhibition, % at 8 µM; 220,000 tested, 0.42% active; AID 1481; in the data active means inhibition above about 15%;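 further: 0% = DMSO vehicle and 100% = wells lacking enzyme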
Runt-CBFb FRET: inhibitors of human RUNX1 Runt domain binding to CBFb | 220,000 tested, 0.46% active | AID 1496 | Q01196+Q13951 | Cerulean-Runt/Venus-CBFb FRET ratio 530/480, 1 h | inhibition, % at 20 µM;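 active means inhibition over about 50% at 20 µM in the single-dose screen, limit read from the data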;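 further: 0% = DMSO wells and 100% = excess unlabeled CBFb competitor control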
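test system = Cerulean-Runt domain fusion protein, energy donor | probe or stimulus = Venus-CBFb binding partner, 100 nM | incubation = two 1 h room-temperature incubations shielded from light | detection = fluorescence energy transfer, 422 nm excitation, 530/480 nm emission | measure = loss of energy transfer signal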
Hck-Nef inh: inhibitors of human Hck kinase activated by Nef. P08631. AID 463187. 220,000 tested, 0.68% active. Recombinant Hck-YEEI plus Nef, Z-Lyte FRET kinase assay. inhibition, % at 20 µM;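 active means Hck-Nef kinase inhibition above about 50%, limit read from the data; inactive means inhibition below that limit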;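 further: 0% = DMSO with Hck plus Nef and 100% = Hck alone without Nef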
Target sequence (P08631 whole entry, looked up): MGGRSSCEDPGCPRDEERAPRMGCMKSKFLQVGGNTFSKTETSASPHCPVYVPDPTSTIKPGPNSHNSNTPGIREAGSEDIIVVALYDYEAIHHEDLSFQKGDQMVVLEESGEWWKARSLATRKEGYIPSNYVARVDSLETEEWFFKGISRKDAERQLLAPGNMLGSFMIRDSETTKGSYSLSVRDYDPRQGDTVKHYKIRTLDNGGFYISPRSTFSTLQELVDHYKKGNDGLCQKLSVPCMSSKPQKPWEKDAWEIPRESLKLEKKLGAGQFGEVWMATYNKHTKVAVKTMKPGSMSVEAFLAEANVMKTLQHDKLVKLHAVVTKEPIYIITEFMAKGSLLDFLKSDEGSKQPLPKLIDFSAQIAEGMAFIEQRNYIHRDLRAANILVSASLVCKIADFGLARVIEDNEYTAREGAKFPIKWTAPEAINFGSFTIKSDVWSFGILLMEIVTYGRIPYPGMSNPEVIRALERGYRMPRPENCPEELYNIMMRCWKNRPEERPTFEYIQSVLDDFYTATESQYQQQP
Runt-SMMHC FRET: Runt domain-CBFb-SMMHC interaction inhibition; Cerulean-Runt/Venus-CBFb-SMMHC FRET ratio 530/480, 1 h; inhibition, % at 20 µM; 220,000 tested, 0.74% active; AID 1434;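 active means mean inhibition across duplicate retests at 20 µM reaching about 50%, limit read from the data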;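 further: 0% = DMSO wells and 100% = wells with excess untagged CBFb-SMMHC; inhibitors lower the FRET ratio by blocking Runt binding to CBFb-SMMHC; some results filed as inactive read as strong as hits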
NPY Y1 blocker: NPY-Y1 (human) receptor antagonism | inhibition, % at 3.6 µM | 200,000 tested, 1% active | HEK293-CNG Y1 cells, membrane potential fluorescence; NPY at EC95, then isoproterenol;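 active means inhibition above the campaign mean inhibition of all tested compounds plus 3 SD, cut at about 20% in these data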;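 further: 0% = DMSO wells given NPY plus isoproterenol and 100% = isoproterenol alone without NPY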
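material = HEK293 cells with Y1 receptor plus CNG channel | also added = NPY 25 nM then isoproterenol 1 µM plus Ro 20-1724 25 µM | schedule = dye 3 h, compound 60 min room temperature, stimulation 45 min | measured by = membrane potential fluorescence | benchmarks = high control isoproterenol alone, low control NPY with isoproterenol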
NPY-Y2 PAM-ag: human NPY-Y2 potentiation or agonism, primary screen; AID 1359; cells expressing NPY-Y2, potentiator/agonist read-out; 220,000 tested, 0.45% active; activation, % at 3.6 µM; in the data active means activation above about 27%;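 further: cells stimulated with NPY near EC25 plus isoproterenol at EC100; 0% = vehicle plus submaximal agonist and 100% = vehicle plus saturating agonist; some results beyond the cut were filed as inactive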
MDM2 E3 inh: Mdm2 E3 ligase (human) inhibition | Q00987 | cell-based MDM2 ubiquitination luciferase reporter, 2 h; 0 = plate control, 100 = twice control, blank-subtracted | signal enhancement, % at 5 µM | 210,000 tested, 0.11% active;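 active means signal enhancement of 30% or more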;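 further: luminescence tracks abundance of the self-degrading MDM2-luciferase fusion protein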
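Assay system: stable mammalian line carrying autodegrading MDM2–luciferase fusion reporter; Input: 2000 cells in each well; Compound dosing: single-point 5 µM; Schedule: 2 h compound exposure at 37 °C; Signal: SteadyLite luciferase luminescence after 15 min room-temperature reagent incubation; Evaluation: % luminescence enhancement versus blank-corrected plate control mean; Benchmarks: plate controls and plate blanks.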
* = called active by the depositor; . = not tested or not shown.

SMILES | RBBP9 inhibitor | NPY-Y1 PAM-ag | p97 inhibitor | Runt-CBFb FRET | Hck-Nef inh | Runt-SMMHC FRET | NPY Y1 blocker | NPY-Y2 PAM-ag | MDM2 E3 inh
Cc1ccc(NC(=O)c2cc([N+](=O)[O-])ccc2N2CCOCC2)cc1S(=O)(=O)N(C)C | -9.0 | 3.4 | 3.4 | -0.9 | 6.9 | -1.4 | . | -15.9 | -12.7
CCOC(=O)N1CCN(CC(=O)Nc2c(C(=O)OC)[nH]c3cccc(Cl)c23)CC1 | -9.5 | -0.1 | -2.8 | 0.5 | 2.5 | 3.2 | -3.4 | -4.2 | -15.0
CCCc1nnc(NC(=O)CCC(=O)N2CCN(CCOc3ccc(C)cc3)CC2)s1 | 3.5 | 7.4 | -1.6 | -1.7 | -0.3 | -5.9 | -8.4 | -14.2 | -11.8
Nc1nc(-c2ccccc2)cn1N | -3.1 | 23.4 | 6.2 | -2.5 | -0.5 | -10.7 | -1.8 | 4.0 | -24.9
CCOc1c(Br)cc(C(N)=O)cc1OCc1ccccc1 | -1.6 | 8.8 | 0.2 | -3.1 | 3.5 | 0.4 | 8.4 | 3.0 | 9.8
C/C=C\C=C/C(=O)Nc1cccc(C2=NOC3(C2)C[C@@H](C(N)=O)N(C(=O)[C@H]2CCC(=O)N2)C3)c1 (some centres not stated) | . | . | . | 3.3 | 25.3 | 0.5 | . | . | 16.8
CS(=O)(=O)N1CC(C(=O)O)Oc2ccc(CC(=O)O)cc21 (configuration not stated) | -8.2 | -11.8 | -3.1 | -0.5 | -8.0 | -5.7 | 2.5 | -3.1 | -12.7
Cc1ccc(OCCCCn2cnc3ccccc32)c(C)c1 | -11.4 | -10.5 | -10.8 | -3.2 | -1.1 | -1.8 | 6.9 | 4.4 | -4.2
Cc1cccc(C(=O)Nc2ccc(N3CCN(S(C)(=O)=O)CC3)cc2)c1 | -7.9 | 9.7 | 3.3 | 4.6 | 18.2 | -2.3 | 1.7 | -8.5 | -2.5
Cc1ccc(NC(=O)C(=O)NNC(=O)c2cccs2)cc1 | -10.1 | 5.1 | 4.5 | 0.5 | 12.7 | 1.8 | 1.9 | 6.3 | -2.9
O=C(Nc1nc2ccccc2s1)c1ccc(F)cc1 | -12.3 | -8.9 | 1.5 | 0.6 | 15.9 | 4.1 | 6.1 | -9.8 | -32.5
CCCSc1nc2c(c(=O)n(C)c(=O)n2C)n1Cc1ccc(C)cc1 | -6.6 | -12.6 | -3.6 | -6.0 | 0.2 | -2.1 | 0.1 | -5.3 | -9.3
Cc1ccc(S(=O)(=O)Oc2ccc(N3C(=O)C4C5CCC(C5)C4C3=O)cc2)cc1 (configuration not stated) | 1.1 | 7.3 | -2.5 | -1.2 | -9.0 | -0.7 | -2.1 | -1.0 | -44.7
COc1ccc(OCCn2cncn2)cc1 | 0.7 | -10.6 | 2.9 | 1.3 | -15.6 | 1.9 | -0.8 | -2.7 | -18.1
O=C(c1noc2c1CCCC2)N1CCN(C(c2ccccc2)c2ccccc2)CC1 | -9.5 | -7.4 | -0.5 | 1.0 | 3.8 | -2.0 | 2.5 | -0.9 | 3.1
CCOc1ccc(C(=O)Nc2nc(C)cc(C)n2)cc1[N+](=O)[O-] | -2.5 | -27.2 | 1.6 | 1.4 | 4.3 | -1.5 | -1.1 | -12.3 | -3.2
COc1ccc(CCNC(=O)c2[nH]c(C)c(C(C)=O)c2C)cc1OC | -10.6 | -12.4 | -5.5 | 0.3 | 0.2 | 3.2 | 2.0 | 2.6 | -8.8
Brc1ccccc1OCCOCCOc1cccc2cccnc12 | -6.8 | -16.0 | -6.6 | . | 0.1 | 3.2 | 8.0 | -29.3 | -5.5
CC(C)N(Cc1cn[nH]c1-c1ccc(-c2ccccc2)cc1)Cc1nccn1C | -6.6 | -15.5 | -1.2 | -2.3 | 17.8 | -1.4 | 11.7 | -15.4 | -5.4
Cc1ccc(S(=O)(=O)Nc2ccccc2CNc2ccc(Br)cn2)cc1 | -9.8 | -2.0 | 4.5 | -2.1 | 3.0 | -1.3 | 4.1 | -6.6 | 1.0
CCS(=O)(=O)N1Cc2ccccc2CC1C(=O)Nc1nc2c(C)cccc2s1 (configuration not stated) | -11.5 | 14.8 | -2.0 | -4.9 | 3.6 | -8.3 | -2.2 | 13.1 | -10.8
C/C(=N\NC(=O)C(N)=O)c1ccc(NC(=O)c2cccs2)cc1 | -7.0 | -5.6 | -2.1 | -2.3 | 20.1 | -5.4 | -4.2 | 3.3 | -15.1
CC1=NN(c2ccccc2)C(=O)C1C(=O)c1ccc(Cl)cc1 (configuration not stated) | -11.6 | 10.9 | 5.3 | -0.8 | -0.2 | -0.5 | 7.5 | -6.3 | -6.9
O=C(O)/C=C/c1cn(-c2ccccc2)nc1-c1cc2ccccc2oc1=O | -0.8 | -12.0 | 7.0 | 0.1 | -49.7 | 0.0 | . | -22.8 | -9.3
O=C1CC(c2ccccc2)CC(=O)C1Sc1ccc(Cl)cc1 (configuration not stated) | -1.8 | -22.7 | -8.3 | 2.2 | -0.8 | 2.1 | 5.9 | 0.2 | -2.0
COc1cc(/C=N/NC(=O)c2cn(-c3cccc(C)n3)cn2)ccc1O | 1.7 | -3.0 | 5.4 | -34.6 | 20.6 | -19.3 | -3.4 | 15.9 | -19.5
CCOC(=O)c1ccc(NC=C2C(=O)OC3(CCCCC3)OC2=O)cc1 | 1.7 | 11.3 | 3.5 | 6.2 | -0.2 | 12.2 | 2.7 | -2.9 | -11.5
CC1=C(C(=O)Nc2cccnc2)C(c2ccncc2)n2nnnc2N1 (configuration not stated) | -4.8 | 1.8 | 1.1 | . | 0.0 | . | 8.3 | 6.5 | -11.6
CCC1SC(N)=NC1=O (configuration not stated) | -2.2 | -17.0 | -0.5 | -1.3 | 3.2 | -1.4 | 5.7 | 4.9 | -11.4
CCCNC(=O)CN1C(=O)NC(Cc2c[nH]c3ccccc23)C1=O (configuration not stated) | -1.7 | -4.5 | 0.1 | -0.9 | 21.1 | -6.4 | -1.2 | -0.7 | -6.3
O=C(CCS(=O)(=O)Cc1ccc(Cl)cc1)NCCCN1CCN(c2ccccc2F)CC1 | 0.3 | 19.3 | 5.9 | 1.3 | 1.6 | 3.5 | 1.0 | 7.6 | -13.5
CCOC(=O)c1c(C)c2c(n1C)CCC/C2=N\O | -13.3 | -45.2 | 3.6 | 0.7 | -0.1 | -0.2 | 39.3* | -15.8 | 5.0
NC(=O)c1cnn2c1NC(c1ccc(F)cc1)CC2C(F)(F)F (configuration not stated) | -1.7 | 0.5 | 2.9 | 2.0 | -9.0 | -2.6 | -2.7 | 5.3 | -8.4
COc1ccccc1Nc1nc(N)nc(CSCCO)n1 | 1.8 | -25.8 | 0.1 | -1.0 | 0.2 | -1.6 | 1.9 | 2.9 | -16.7
CCN(c1ccccc1)S(=O)(=O)c1cc(C(=O)Nc2ccccc2Cl)ccc1F | -5.8 | 36.0 | 2.3 | -6.6 | 2.8 | -0.3 | 5.0 | 8.6 | -1.1
COc1ccc(-c2ccc(-c3nnc(Cc4ccc(OC)c(OC)c4)o3)cc2)cc1 | -4.5 | 8.8 | 3.7 | -0.2 | 3.7 | -4.5 | 15.1 | 5.2 | -3.8
O=C(COc1cccc2cccnc12)Nc1nccs1 | -8.9 | -27.9 | -5.5 | -1.6 | -0.9 | -0.4 | -1.3 | 2.1 | -11.5
O=C(COc1ccccc1)NNC1=NS(=O)(=O)c2ccccc21 | -1.5 | -10.4 | -2.9 | -0.9 | 24.1 | -3.0 | 0.6 | 0.3 | -12.3
OCCC1CN(Cc2ccc3c(c2)CCO3)CCN1C1CCCC1 (configuration not stated) | 0.0 | -0.9 | 2.8 | 1.2 | 17.7 | 1.2 | 6.9 | 5.1 | -5.5
COc1ccc(-c2nc3ncccn3c2Br)cc1 | -4.5 | 11.0 | 1.5 | 2.9 | 8.2 | 7.6 | -4.8 | 6.9 | -1.9
CC(NC(=O)C1CCCN(S(=O)(=O)c2cnc[nH]2)C1)c1ccccc1 (configuration not stated) | -5.4 | -18.3 | 17.7* | 2.4 | 0.9 | 2.7 | -0.7 | -8.8 | -14.8
CC(C)(C)NC(=O)NC(=O)CN1CCN(c2ccc(O)cc2)CC1 | 8.4 | 4.0 | 3.9 | 27.8 | 14.6 | 41.2 | -0.8 | 9.3 | -10.9
COc1cccc(CNC(=O)C2CCN(S(=O)(=O)N3CCCCC3)CC2)c1 | -1.8 | -11.5 | 0.8 | 0.6 | -0.4 | -1.5 | 2.6 | -2.8 | 16.3
Cc1ccc(N(C(=O)CS(=O)CC(=O)Nc2ccc(F)cc2)C(C(=O)NC2CCCCC2)c2ccco2)cc1 (configuration not stated) | -7.6 | -17.6 | -6.0 | -2.2 | 1.3 | 1.4 | -1.2 | -3.9 | -9.1
COCCOCC(O)CN1CCN(c2ccccc2)CC1 (configuration not stated) | 3.9 | -28.4 | -1.4 | -0.3 | 3.1 | -6.2 | 3.8 | 10.2 | -33.3
O=C(C1CC1)N1CCC(c2nc(-c3ccc(S(=O)(=O)N4CCCC4)cc3)no2)CC1 | -1.8 | -18.6 | 1.3 | 2.6 | -0.1 | 3.5 | -2.4 | -3.5 | -9.7
O=C(NCCc1ccccc1Cl)C1CCN(S(=O)(=O)c2cccs2)CC1 | -6.1 | -3.0 | 0.2 | -1.2 | 2.5 | -9.5 | -2.0 | 16.7 | -8.4
Cc1ccc(C(=O)OCC(=O)c2cc(C)n(CC3CCCO3)c2C)cc1 (configuration not stated) | -9.5 | -9.3 | -7.2 | 1.3 | -17.8 | -4.8 | -4.2 | -9.3 | -12.5
Cc1ccc2[nH]c(=O)c(CN(CC3CCCO3)C(=S)NCc3ccco3)cc2c1 (configuration not stated) | -11.9 | -29.1 | -6.4 | 21.3 | 2.2 | 8.2 | -0.3 | 5.5 | 4.1
Cc1cc2c(c(=O)n1Cc1cccnc1)C(c1ccc(F)cc1)C(C#N)=C(N)O2 (configuration not stated) | -5.1 | -5.3 | 1.7 | 1.0 | 2.0 | 2.5 | 0.1 | -2.5 | -29.6

Source: PubChem BioAssay (several laboratories)

Rows are unselected; overall some 3.5% were active at least once.
